# Assay outcomes (PubChem)
# NR1D1 modulator: modulators of human Rev-erb alpha DNA binding. 370,000 compounds, 0.79% hits. AID 1259318. activity, % at 10 µM. P20393. Rev-erbα–FITC-DNA binding, fluorescence polarization, 90 min;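 active means activity above about 14%, limit read from the data; passing the limit was not always enough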;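 further: 0% = DMSO wells with 35 nM protein and 100% = DMSO wells with 750 nM protein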
# KLK7 zymogen act: proKLK7 (human) activation, primary screen | P49862 | purified proKLK7, EDANS-DABCYL substrate fluorescence; 100% is mature enzyme control, 0% vehicle | activation, % at 7 µM | 370,000 compounds, 0.9% hits | AID 652039;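 active means activation above the mean of all tested compounds plus 3 SD, computed per campaign excluding outliers beyond control limits, cut at about 13% in these data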
# PLC-beta3 inh: blocks human PLC-beta3 enzyme activity. inhibition, % at 12.2 µM. Q01970. AID 720704. Purified PLC-beta3, fluorogenic substrate, fluorescence. 370,000 compounds, 0.18% hits; in the data active means inhibition above about 11%;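 further: 0% = median of compound wells on plate and 100% = full blocker control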
# Target sequence (Q01970 whole entry, looked up): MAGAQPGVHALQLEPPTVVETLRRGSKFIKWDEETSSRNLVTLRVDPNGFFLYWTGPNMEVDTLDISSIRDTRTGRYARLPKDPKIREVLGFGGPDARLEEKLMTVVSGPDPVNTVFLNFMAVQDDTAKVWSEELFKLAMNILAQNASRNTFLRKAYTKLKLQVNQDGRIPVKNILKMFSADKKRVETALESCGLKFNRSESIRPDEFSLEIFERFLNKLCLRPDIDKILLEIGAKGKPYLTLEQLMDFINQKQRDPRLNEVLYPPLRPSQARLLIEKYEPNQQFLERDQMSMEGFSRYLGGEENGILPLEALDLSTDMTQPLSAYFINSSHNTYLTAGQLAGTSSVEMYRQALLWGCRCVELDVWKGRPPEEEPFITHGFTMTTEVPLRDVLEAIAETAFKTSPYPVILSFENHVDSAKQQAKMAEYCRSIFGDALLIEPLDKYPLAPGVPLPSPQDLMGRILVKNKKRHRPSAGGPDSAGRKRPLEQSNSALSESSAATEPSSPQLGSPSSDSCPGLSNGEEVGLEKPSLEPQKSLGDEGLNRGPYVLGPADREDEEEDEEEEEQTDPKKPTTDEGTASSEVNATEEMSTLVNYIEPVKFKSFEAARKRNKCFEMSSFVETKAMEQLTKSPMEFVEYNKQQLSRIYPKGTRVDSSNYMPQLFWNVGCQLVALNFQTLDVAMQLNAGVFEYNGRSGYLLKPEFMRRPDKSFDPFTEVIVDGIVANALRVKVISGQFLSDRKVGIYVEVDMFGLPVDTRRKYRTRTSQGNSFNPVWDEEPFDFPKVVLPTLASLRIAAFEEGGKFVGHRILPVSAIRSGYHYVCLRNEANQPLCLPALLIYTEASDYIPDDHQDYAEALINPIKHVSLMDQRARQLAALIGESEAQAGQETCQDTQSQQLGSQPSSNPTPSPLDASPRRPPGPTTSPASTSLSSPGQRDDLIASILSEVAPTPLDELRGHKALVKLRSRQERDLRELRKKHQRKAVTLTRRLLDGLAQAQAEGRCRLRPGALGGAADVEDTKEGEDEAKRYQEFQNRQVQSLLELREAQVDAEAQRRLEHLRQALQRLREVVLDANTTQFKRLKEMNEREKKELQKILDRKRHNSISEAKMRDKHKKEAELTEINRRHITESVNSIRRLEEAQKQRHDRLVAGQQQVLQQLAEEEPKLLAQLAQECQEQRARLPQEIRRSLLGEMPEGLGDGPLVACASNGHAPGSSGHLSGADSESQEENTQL
# UHRF1 binding: UHRF1 methyl-DNA binding inhibition | 370,000 compounds, 0.75% hits | inhibition, % at 4.4 µM | UHRF1 binding to methylated oligo, TR-FRET; in the data active means inhibition above about 21%;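 further: UHRF1 SRA domain binding a hemimethylated CpG hairpin DNA probe; 0% = median of test compound wells and 100% = reference inhibitor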
# ASAP1 GAP inh: blocks human ASAP1-stimulated Arf1 GTP hydrolysis; GDP FP detection; inhibition, % at 16.5 µM; 360,000 compounds, 0.19% hits; in the data active means inhibition above about 25%;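 further: 0% = vehicle with enzyme and substrate and 100% = no enzyme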
# DDE Tn7 FP inh: inhibitors of Tn7 peptide binding to human fibrin DD(E); P02675; inhibition, % at 8.3 µM; FP displacement of FITC-Tn7 peptide from fibrin DD(E); 0% = median of compound wells per plate; 370,000 compounds, 0.13% hits;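 active means inhibition above the mean of compounds falling within the control limits plus 3 SD of them, cut at about 14% in these data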;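 further: 0% = plate median of compound wells and 100% = 10 µM Aha-Tn7 peptide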
#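 Assay system: human fibrin DD(E). Input: DD(E) 2 µM final. Medium: Tris buffer with calcium and detergent, pH 7.8. Compound dosing: single point at 8.3 µM. Timing: 10 min plus 3 h, room temperature. Technique: fluorescence polarization of the labelled Tn7 tracer. Read-out: percent inhibition. Replicates: singlicate testing.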
# ARFGAP1 inhibitor: rat ARFGAP1 inhibition; Arfgap1-stimulated ARF1 GTP hydrolysis, GDP FP detection; Q62848; 360,000 compounds, 0.26% hits; inhibition, % at 16.5 µM;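 active means inhibition above a per-plate limit, mean inhibition of low control wells plus 3 SD, cut at about 25% in these data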;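 further: 0% = DMSO wells with enzyme and 100% = wells lacking Arfgap1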
#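 System: truncated rat Arfgap1 GAP domain / Benchmarks: high control wells lacking Arfgap1, low control full reaction with DMSO / Times: compound-enzyme preincubation 20 min, reaction 120 min, detection 60 min, 25 °C / Repeats: one replicate per compound / Also added: human ARF1(Δ1-17)-GTP substrate / Measured by: Tracer-displacement fluorescence polarization with EDTA stop, 620/688 nm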
# PLCg1 inh: blocks human PLC-gamma1 enzyme activity. P19174. purified PLC-gamma1, fluorogenic substrate, fluorescence. inhibition, % at 12.2 µM. 370,000 compounds, 0.84% hits. AID 720700; in the data active means inhibition above about 9.5%
# HGIII-sPLA2 inh: Inhibits HGIII-sPLA2 liposome hydrolysis, primary screen. Q9NZ20. QFRET BODIPY PC-A2 liposome hydrolysis, fluorescence. inhibition, % at 12.2 µM. 370,000 compounds, 0.56% hits. AID 743126;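 active means inhibition above mean plus 3 SD of compounds lying within the high and low control bounds, cut at about 19% in these data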;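 further: 0% = median of test compound wells and 100% = no enzyme DMSO wells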
# Tn6 DDE FP: inhibitors of Tn6 peptide binding to human fibrin DD(E) | P02675 | Fibrin DD(E) TRITC-Tn6 fluorescence polarization displacement | inhibition, % at 8.3 µM | 370,000 compounds, 0.21% hits;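 active means inhibition above a per-campaign cutoff: mean of compounds within control limits plus 3 SD, cut at about 15% in these data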;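 further: 0% = median of all compound wells on the plate and 100% = blocking peptide control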
# Starred values were filed as active, the others as inactive; / = no result given.
nr	SMILES	DDE Tn7 FP inh	ARFGAP1 inhibitor	KLK7 zymogen act	ASAP1 GAP inh	Tn6 DDE FP	PLC-beta3 inh	UHRF1 binding	HGIII-sPLA2 inh	NR1D1 modulator	PLCg1 inh
1	O=S(=O)(c1cccc(NC(=S)N2CCN(c3ccccc3)CC2)c1)C(F)F	3	7	-0.1	5	2	2	-2	-5	-3	3
2	CCC(C(=O)NCCc1ccco1)n1nc(C)c2c(C)n(-c3ccccc3)nc2c1=O (configuration not stated)	-6	0	-0.1	-6	-6	-10	0	-4	6	0
3	CCN(CC)C(=O)CSc1nc2cc3c(cc2c(=O)n1CCCCCC(=O)NCc1ccc(OC)cc1)OCO3	-1	-2	0.0	1	-7	0	0	2	8	0
4	O=C(C1CCCN(CCCc2ccccc2)C1)N1CCCCC1 (configuration not stated)	-3	-12	0.3	9	5	-1	-2	0	-5	0
5	COc1ccc(Cc2noc(COc3ccc(Cl)cc3)n2)cc1	10	-2	0.7	-4	4	2	-2	-7	-1	3
6	Cc1nc2scc(C)n2c(=O)c1S(=O)(=O)NCC1CCN(Cc2ccc(F)cc2)CC1	-3	-4	3.3	-2	2	-67	2	1	-9	-39
7	Cc1ccc(N(CC(=O)N2CCOCC2)S(=O)(=O)c2ccccc2)cc1	-6	5	-0.4	4	2	1	-2	-3	-5	-1
8	Cc1nnc(SCC(=O)NC2CCCCC2C)s1 (configuration not stated)	-4	-6	0.2	10	0	9	8	-3	6	4
9	O=C(NCc1ccccc1)C1=C[C@@H](c2ccccc2)C[C@@H](OCc2ccc(CO)cc2)O1	5	11	-0.2	6	-7	-6	-4	-6	3	-4
10	O=C(COc1ccc(S(=O)(=O)NCc2ccccc2)cc1Cl)N1CCOCC1	-5	12	0.4	15	2	2	-2	-3	-3	3
11	CCS(=O)(=O)c1ccc(O)c(NC(=O)Nc2ccccc2)c1	1	12	-0.5	3	-4	-2	1	-1	4	0
12	CCc1ccccc1NC(=O)c1nnn(CC(=O)Nc2cccc(C)c2)c1N	7	-9	0.2	-7	-11	1	1	-16	4	2
13	COc1cccc(OC)c1OCc1cc(C2C3CCCC=C3C(C#N)=C(N)C2(C#N)C#N)c(C)cc1C (configuration not stated)	-6	-5	0.4	4	-1	-48	-1	-23	-3	-38
14	O=C(Nc1ccc2c(c1)OCCO2)C1c2ccccc2OCC(=O)N1Cc1ccccn1 (configuration not stated)	4	0	-0.8	5	3	-14	14	1	6	-16
15	COc1cc(C2NC(=O)C(C#N)=C(S)N2c2ccc(C)cc2)ccc1OC(C)C (configuration not stated)	-1	2	0.4	3	5	-4	-3	6	-1	-4
16	Cc1cccn2c(=S)[nH]nc12	10	-3	1.4	-14	5	-256	2	7	-4	-179
17	CCC(=O)N1CCN(c2ccc(NC(=O)c3ccco3)cc2)CC1	3	3	0.1	3	6	-3	1	6	2	2
18	O=C(CCN1C(=O)C2CCCCC2C1=O)N1CCN(S(=O)(=O)c2cccc(F)c2)CC1 (configuration not stated)	0	-3	0.2	9	1	-4	-1	-3	5	4
19	C#CCOCCOCCOCCNc1nc(N2CCN(C(=O)[C@H](CCC(=O)O)n3cc(CN)nn3)CC2)nc(N2CCN(C(=O)[C@H](CCC(=O)O)n3cc([C@@H](N)[C@H](C)CC)nn3)CC2)n1	3	-6	1.1	1	1	1	22*	6	-6	2
20	COc1ccc([C@@H]2[C@@H]3C(=O)N(C(C)(C)C)C(=O)[C@@H]3[C@]3(Cc4ccccc4)C(=O)N(c4cccc(Br)c4)C(=O)N23)cc1	2	7	-0.1	4	-9	5	-1	-21	0	4
21	COc1ccc(NC(=O)NNC(=O)CCn2nc(C)c([N+](=O)[O-])c2C)cc1OC	4	/	0.7	/	4	4	1	1	-6	0
22	COc1ccccc1C(=O)N/C(=C\c1cn(C)c2ccccc12)C(=O)N1CCOCC1	9	2	0.1	-8	3	-63	20	6	-2	-34
23	CC(=O)c1ccccc1OC(=O)COc1ccc(Cl)cc1C	-9	10	-0.1	12	-2	2	-1	-4	4	-1
24	CCOC(=O)C1(Cc2cccc(OC)c2)CCCN(C(=O)c2cc(C)[nH]n2)C1 (configuration not stated)	4	10	-0.2	3	5	1	-3	-1	-4	1
25	CCC(=O)c1ccc(OCC(O)CNC(C)c2ccccc2)cc1 (configuration not stated)	4	-2	0.1	16	-4	0	3	11	-1	2
26	COc1ccc(C2(C#N)CCC(=O)N2c2ccccc2)cc1 (configuration not stated)	-6	5	0.3	-3	-2	-6	2	9	-1	-5
27	O=C(COC(=O)c1ccco1)Nc1nc2ccccc2s1	-6	5	0.2	10	1	4	0	4	12	1
28	CC(=O)Nc1cc(-c2ccc(S(C)(=O)=O)cc2)cn2c(-c3ccc(F)cc3)cnc12	1	-10	-2.2	-5	-13	-93	-1	-8	3	-77
29	O=C(NCCc1ccccc1)/C(=N\O)c1ccccc1	3	0	0.0	-9	4	5	1	-11	-3	2
30	O=C(/C=C/c1ccco1)N1CCN(S(=O)(=O)c2ccc(F)c(F)c2F)CC1	0	-9	0.3	2	1	-2	4	8	7	-3

# Six structures from above, sorted by formula weight, smallest number first:
nr	SMILES	DDE Tn7 FP inh	ARFGAP1 inhibitor	KLK7 zymogen act	ASAP1 GAP inh	Tn6 DDE FP	PLC-beta3 inh	UHRF1 binding	HGIII-sPLA2 inh	NR1D1 modulator	PLCg1 inh
16	Cc1cccn2c(=S)[nH]nc12	10	-3	1.4	-14	5	-256	2	7	-4	-179
27	O=C(COC(=O)c1ccco1)Nc1nc2ccccc2s1	-6	5	0.2	10	1	4	0	4	12	1
23	CC(=O)c1ccccc1OC(=O)COc1ccc(Cl)cc1C	-9	10	-0.1	12	-2	2	-1	-4	4	-1
17	CCC(=O)N1CCN(c2ccc(NC(=O)c3ccco3)cc2)CC1	3	3	0.1	3	6	-3	1	6	2	2
24	CCOC(=O)C1(Cc2cccc(OC)c2)CCCN(C(=O)c2cc(C)[nH]n2)C1 (configuration not stated)	4	10	-0.2	3	5	1	-3	-1	-4	1
28	CC(=O)Nc1cc(-c2ccc(S(C)(=O)=O)cc2)cn2c(-c3ccc(F)cc3)cnc12	1	-10	-2.2	-5	-13	-93	-1	-8	3	-77

# The list continues:
nr	SMILES	DDE Tn7 FP inh	ARFGAP1 inhibitor	KLK7 zymogen act	ASAP1 GAP inh	Tn6 DDE FP	PLC-beta3 inh	UHRF1 binding	HGIII-sPLA2 inh	NR1D1 modulator	PLCg1 inh
31	CCOc1ccc(S(=O)(=O)N2CCC(C(=O)N3CCN(C)CC3)CC2)cc1Cl	-6	-6	-0.2	7	-6	-3	-1	-6	3	0
32	O=C(NCCCN1CCN(c2cccc(Cl)c2)CC1)C1(S(=O)(=O)c2ccc(Cl)cc2)CC1	-1	-5	0.7	-1	0	-1	7	-16	-5	3
33	Cc1cc2c(cc1S(=O)(=O)CCC(=O)N(C)C1CCCCC1)OCC(=O)N2	2	0	0.0	-9	3	1	0	-1	-2	3
34	CCC(CC)NC(=O)/C=C/c1ccccc1Cl	5	5	0.2	2	-3	4	0	7	1	0
35	CCOC(=O)C(=O)Nc1sc(C(=O)N(CC)CC)c(C)c1C#N	2	12	-0.9	9	7	-4	6	3	4	5
36	O=C(Nc1cccc(C(F)(F)F)c1)c1ccccc1NC(=O)C1CCCCC1	3	5	0.5	0	3	0	-2	5	3	1
37	Cc1cccc(C(=O)OCC(=O)Nc2nccs2)c1	2	-3	-0.9	4	-2	-1	6	4	-6	0
38	Cc1ccc(S(=O)(=O)/N=C(\CCl)N2CCOCC2)cc1	3	-6	0.4	-12	-6	7	-2	-2	-4	0
39	COc1ccccc1CNC(=O)c1ccccc1OC	6	-10	-0.3	7	4	-4	4	8	-3	1
40	CSC1=N/C(=C\c2ccccc2C)C(=O)S1	0	2	-0.2	1	8	4	9	7	-1	0
41	CCOc1ccc(CCNC(=O)C2CCN(c3ccc(N4CCOCC4)nn3)CC2)cc1OCC	-2	0	3.8	-2	-5	-455	-3	3	0	-350
42	O=C(NC(Cc1c[nH]c2ccccc12)C(=O)O)/C(=C\c1ccccc1)NC(=O)c1ccccc1 (configuration not stated)	1	2	-0.2	-5	3	-10	1	-64	1	0
43	Cc1ccc(C)c(N2CCN(S(=O)(=O)c3csc(C(N)=O)c3)CC2)c1	-5	6	0.4	8	9	-7	2	-13	1	0
44	Cc1sc(NC(=O)C2=COCCO2)nc1-c1ccc(Cl)cc1	-9	4	-0.4	6	7	-8	1	-8	5	2
45	O=C(NCCc1ccc(Cl)cc1)C1CCC(CNc2c(N3CCCCC3)c(=O)c2=O)CC1 (configuration not stated)	1	-7	0.1	5	-1	3	0	-1	-5	0
46	COc1cccc(OCc2cc(C(=O)NCc3ccc4c(c3)OCO4)no2)c1	6	-3	-0.1	16	-5	-15	1	-10	-2	-2
47	Cc1ccc(SCCNC(=S)Nc2cc(C)cc(C)c2)cc1	-2	-7	0.5	4	-3	0	-2	-17	3	0
48	COc1cccc(NC(=O)CN(c2cccc(C(F)(F)F)c2)S(C)(=O)=O)c1	2	18	0.0	9	1	4	1	-1	0	6
49	Cc1ccc(S(=O)(=O)N(C)C)cc1NC(=O)COC(=O)CCCOc1ccccc1	-8	15	0.0	-3	3	-1	0	-14	1	0
50	Cc1nc2c(C(=O)NCCC(C)C)c[nH]n2c(=O)c1Cc1ccccc1F	2	-7	0.1	0	-6	-10	-2	-108	-1	-8
51	CC(=O)NC(c1ccccc1)c1nc(-c2cccc(C#N)c2)cs1 (configuration not stated)	1	-2	0.0	-5	3	-1	-1	-5	0	-1
52	Cc1ccc(CNC(=O)C2CCN(S(=O)(=O)c3ccc4c(c3)CC(C)N4C(=O)C3CCC3)CC2)o1 (configuration not stated)	-2	10	0.5	13	-6	-7	3	-15	8	1
53	NS(=O)(=O)c1ccc(CCNC(=O)C(=O)NCC2OCCN2S(=O)(=O)c2cccs2)cc1 (configuration not stated)	2	-2	-1.0	19	3	-12	-3	-2	-8	-3

# Shown with values under each structure: part of the list above.
# Second line of a record: DDE Tn7 FP inh | ARFGAP1 inhibitor | KLK7 zymogen act | ASAP1 GAP inh | Tn6 DDE FP | PLC-beta3 inh | UHRF1 binding | HGIII-sPLA2 inh | NR1D1 modulator | PLCg1 inh
(48) COc1cccc(NC(=O)CN(c2cccc(C(F)(F)F)c2)S(C)(=O)=O)c1
 : 2 | 18 | 0.0 | 9 | 1 | 4 | 1 | -1 | 0 | 6
(49) Cc1ccc(S(=O)(=O)N(C)C)cc1NC(=O)COC(=O)CCCOc1ccccc1
 : -8 | 15 | 0.0 | -3 | 3 | -1 | 0 | -14 | 1 | 0
